Assay outcomes deposited in PubChem by National Center for Advancing Translational Sciences (NCATS).
AmpC inh no detg: qHTS Inhibitors of AmpC Beta-Lactamase (assay without detergent); P00811; AmpC nitrocefin hydrolysis, absorbance 480 nm, 0.0001% Triton; Potency, µM (highest dose often 57.1 µM), for the others: top-dose activity change, negative = inhibition, hits mostly inhibitors; 330,000 tested, 0.52% active; AID 485341, 2010;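 note: potency is the fitted concentration of half-maximal effect; plate controls were no compound for no effect and no enzyme for full effect; nearly all actives have a fitted effect of over 20% in size; some results filed as inactive show a strong effect at the top dose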
Target sequence (P00811 whole entry, looked up): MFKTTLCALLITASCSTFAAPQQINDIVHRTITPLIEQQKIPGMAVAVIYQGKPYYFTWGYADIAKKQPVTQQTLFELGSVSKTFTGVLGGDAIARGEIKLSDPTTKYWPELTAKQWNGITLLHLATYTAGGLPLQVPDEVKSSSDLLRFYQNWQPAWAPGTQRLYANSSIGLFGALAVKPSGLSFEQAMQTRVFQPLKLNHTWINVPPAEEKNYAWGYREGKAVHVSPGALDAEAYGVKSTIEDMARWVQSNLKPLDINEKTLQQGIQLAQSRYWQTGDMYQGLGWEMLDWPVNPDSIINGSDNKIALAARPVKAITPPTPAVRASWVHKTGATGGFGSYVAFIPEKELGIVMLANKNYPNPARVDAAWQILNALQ
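20 mM phosphate pH 7.0 + 0.01% (detergent screen) or 0.0001% Triton X-100; 5.3 nM AmpC reagent; cpd preinc 15 min RT; nitrocefin (800 uM stock) to start; A480 q20 s × 4 min; Activity was normalised to no-enzyme and no-compound control wells.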
Tb PYK inh: qHTS of Trypanosoma Brucei Inhibitors; 410,000 tested, 0.12% active; Potency, µM (highest dose often 76.8 µM), inactives show top-dose activity, negative = inhibition, hits mostly inhibitors; pyruvate kinase (Trypanosoma brucei), Q57TT1; TbPYK enzyme, Kinase-Glo Plus ATP luminescence, 45 min; AID 624173, 2012; note: potency is the fitted concentration of half-maximal effect; nearly all actives have a fitted effect of over 50% in size
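Activity of T. brucei pyruvate kinase was followed by Kinase-Glo Plus luminescence after the enzyme reacted 45 min at room temperature with 130 uM ADP (final) and substrate. Test compounds were added before ADP at multiple concentrations.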
HCV inhibitor: qHTS Assay for Inhibitors of Hepatitis C Virus (HCV) | Huh7.5.1 HCVcc-Cre infection, luciferase reporter, 44 h | Potency, µM (highest dose often 41.8 µM), for inactives: at the highest dose activity change, negative = inhibition, most hits filed as inhibitors | 340,000 tested, 3.4% active | AID 651820, 2012; note: potency is the fitted concentration of half-maximal effect
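Compounds are dispensed onto cells plated 4 h earlier at 1,000 per well, with HCVcc-Cre virus (about 0.5 moi) added next. Following 44 h of culture, luminescent signal is measured for 15 sec after 15 min with substrate at room temperature.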
LmPK inhibitor: qHTS Assay for Inhibitors of Leishmania Mexicana Pyruvate Kinase (LmPK); Q27686; purified LmPK, Kinase-Glo ATP luminescence, 1 h; Potency, µM (series often up to 57.5 µM), for the others: at the top dose activity change, negative = inhibition, actives largely listed as inhibitors; 290,000 tested, 0.37% active; AID 1721, 2009; note: potency is the fitted concentration of half-maximal effect
Target sequence (Q27686 whole entry, looked up): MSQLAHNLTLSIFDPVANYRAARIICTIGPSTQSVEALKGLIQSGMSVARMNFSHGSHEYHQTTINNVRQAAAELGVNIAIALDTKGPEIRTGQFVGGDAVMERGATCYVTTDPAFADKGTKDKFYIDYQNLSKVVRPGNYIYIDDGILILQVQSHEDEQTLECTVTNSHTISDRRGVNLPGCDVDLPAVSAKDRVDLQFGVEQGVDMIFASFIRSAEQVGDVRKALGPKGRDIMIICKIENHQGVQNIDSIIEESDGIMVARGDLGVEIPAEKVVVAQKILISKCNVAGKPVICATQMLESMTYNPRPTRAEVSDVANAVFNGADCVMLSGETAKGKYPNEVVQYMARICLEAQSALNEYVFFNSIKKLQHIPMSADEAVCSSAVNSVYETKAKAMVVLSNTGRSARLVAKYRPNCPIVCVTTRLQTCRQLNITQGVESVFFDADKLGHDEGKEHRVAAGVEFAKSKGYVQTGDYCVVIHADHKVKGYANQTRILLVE
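Purified LmPK (0.1 nM) converted ADP (0.1 mM) to ATP with PEP (0.5 mM) in imidazole buffer pH 7.2 with KCl and MgCl2, 1 h at room temperature. ATP was read by Kinase-Glo luminescence; data normalized to uninhibited and no-enzyme controls.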
AMA1 RON2 block: qHTS for Inhibitors of AMA1-RON; Towards Development of Antimalarial Drug Lead: Primary Screen; Potency, µM (top dose mostly 58.2 µM), inactives show at the top dose activity change, negative = inhibition, most hits filed as inhibitors; AlphaScreen AMA1-biotinylated RON2 peptide binding; 360,000 tested, 0.2% active; Plasmodium falciparum AMA1 (3D7) - RON2 peptide interaction; AID 720542, 2013;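 note: potency is the fitted concentration of half-maximal effect; 0% = vehicle wells and -100% = peptide control; nearly all actives have a fitted effect of over 45% in size; some results filed as inactive show a strong effect at the top dose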
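AMA1 (3D7) with his tag at 25 nM final met compounds first, then biotinylated RON2 peptide at 25 nM; detection used donor plus acceptor beads, 10 µg/mL apiece, read by AlphaScreen after 30 min at room temperature.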
HCMV antiviral: qHTS Assay for inhibitors of the human cytomegalovirus (HCMV); HFF cells, HCMV-luciferase reporter, 72 h; stronger effect = lower value; activity change, negative = inhibition, % at 57.5 µM; 410,000 tested, 4.5% active; AID 1259415, 2018; in the data active = activity change below about -60%; inconclusive = no clear call, values can overlap the other calls; inactive = above about -39%
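Compounds were evaluated in HFFs infected with an HCMV luciferase reporter virus (MOI 1 PFU/cell). Luciferase in lysates collected 72 h post infection served as the replication measure.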
AmpC detergent: qHTS Inhibitors of AmpC Beta-Lactamase (assay with detergent); P00811; AmpC hydrolysis of nitrocefin, absorbance 480 nm, 0.01% Triton; Potency, µM (top dose mostly 114 µM), for inactives: top-dose activity change, negative = inhibition, usual class: inhibitors; 370,000 tested, 0.041% active;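 note: potency is the fitted concentration of half-maximal effect; 0% = no-compound wells and -100% = no-enzyme wells; nearly all actives have a fitted effect of over 25% in size; some results filed as inactive show a strong effect at the top dose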
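AmpC (5.3 nM in the dispensed reagent) in 20 mM phosphate pH 7.0 with 0.01% (detergent screen) or 0.0001% Triton X-100 was preincubated with compounds for 15 min at room temperature. Nitrocefin was then added from an 800 uM solution, and hydrolysis was followed at 480 nm.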
Active calls of the source: *; ? = inconclusive; . = no result given; & = joins results of further samples; [ ] = remark or other dose. Unless noted, calls come from the whole dose curve; as a rule, active = well fitted curve in the direction sought with a large enough effect; inconclusive = small, poorly fitted or top-dose-only effect, or another doubt; inactive = no such curve, though single readings can be large; an effect the other way counts as inactive or inconclusive. Unless noted, % is set by controls: 0 for no effect and ±100 for the full control effect.

SMILES | AmpC inh no detg | Tb PYK inh | HCV inhibitor | LmPK inhibitor | AMA1 RON2 block | HCMV antiviral | AmpC detergent
CCOC(=O)c1sc2nc(C)nc(NCc3ccccc3OC)c2c1C | -17.9% | -1.7% | ? | -0.1% | -8.5% | -72.6* | 5.5%
COc1ccc(C(=O)c2sc(Nc3ccccc3)nc2N)cc1OC | -33.1% | -7.4% | -25.5% | 2.4% | -19.8% | -92.1* | -6.6%
Cc1cccc(-c2nc(SCC(=O)NCC3CCCO3)c3c(=O)n(C)c(=O)n(C)c3n2)c1 (stereo not drawn) | . | 1.4% | . | . | . | 8.9 | 9.5%
CCOc1cc(CN2CCC(N3CCC(C(=O)NC4CC4)CC3)CC2)ccc1O | . | 5.6% | . | . | -2.8% | -17.7 | .
COc1ccc(NC(=O)NCCc2c[nH]c3ccccc23)c(OC)c1 | -26.6% | -6.3% | -18.7% | 0.4% | -6.1% | 18.6 | -4.0%
O=[N+]([O-])c1ccc(NCc2ccccn2)nc1 | -16.4% | -16.5% | 1.1% | -3.5% | -15.1% | 44.1 | -7.9%
O=C(Cn1cnc2ccccc2c1=O)c1ccc(OC(F)F)cc1 | -25.6% | 3.8% | -5.2% | 3.6% | 5.3% | 34.4 | -4.4%
Cc1ccc(S(=O)(=O)Nc2cccc3c2CCCC3)cc1 | -22.6% | -10.7% | -2.6% | 0.1% | 2.8% | -4.9 | -10.2%
NC(=O)CSc1nc2c(oc3ccccc32)c(=O)n1Cc1ccccc1 | . | -1.6% | . | . | . | -22.4 | -5.2%
OCC1CCCN(c2nc(CN3CCCCC3)nc3scc(-c4ccccc4)c23)C1 (stereo not drawn) | 74.8%[activator] | 1.3% | ? | 2.5% | -0.2% | ? | -14.5%
CN1CCN(c2ccc(NC(=O)c3ccc(-c4ccccc4F)o3)cc2)CC1 | 49.1% | 2.6% | 10µM* | . | ? | 120.7 | ?
CN1C(=O)/C(=C/c2cccn2-c2ccc3ccccc3c2)C(=O)NC1=S | ? | ? | 1.1% | 0.1% | ? | -105.0* | -9.9%

Next part; the last 2 above are carried over.
SMILES | AmpC inh no detg | Tb PYK inh | HCV inhibitor | LmPK inhibitor | AMA1 RON2 block | HCMV antiviral | AmpC detergent
CN1CCN(c2ccc(NC(=O)c3ccc(-c4ccccc4F)o3)cc2)CC1 | 49.1% | 2.6% | 10µM* | . | ? | 120.7 | ?
CN1C(=O)/C(=C/c2cccn2-c2ccc3ccccc3c2)C(=O)NC1=S | ? | ? | 1.1% | 0.1% | ? | -105.0* | -9.9%
COc1cccc(/C=C/C(=O)NCc2cn3cc(Cl)ccc3n2)c1OC | -8.2% | 0.9% | -7.8% | 7.0% | -1.0% | -33.5 | 1.9%
CC1(C(=O)NS(=O)(=O)c2cccc(OC(F)F)c2)CCN1C(=O)CC(c1ccccc1)c1ccccc1 (stereo not drawn) | . | -1.2% | . | . | -1.9% | -28.8 | .
CCOc1ccc(N(C(=O)c2cnsn2)C(C(=O)NC2CCCCC2)c2ccncc2)cc1 (stereo not drawn) | 34.1% | -3.5% | -3.9% | 4.2% | -8.6% | -9.5 | ?
O=C(Nc1cccc(-c2cscn2)c1)C1CCN(Cc2ccccn2)CC1 | -21.1% | -10.7% | 3.2% | -2.5% | 32.0%[activator] | -32.5 | -9.8%
CCOC(=O)/C(=N/Nc1ccccc1)Sc1nnnn1-c1ccc(C)cc1 | ? | -3.3% | 2.5% | -0.3% | 27.1% | -22.1 | ?
CC(C)Oc1ccc(F)cc1-c1cc(C(=O)N2CCc3ccccc3C2)[nH]n1 | . | -2.6% | . | . | 29.0% | 15.7 | .
Cc1cc(C(=O)N2CCC2(C)C(=O)Nc2ccc3[nH]ncc3c2)nn1C (stereo not drawn) | . | -0.3% | . | . | -8.9% | -14.7 | .
CC1(C(=O)Nc2ccc3ccccc3c2)CCC(=O)N1CCOc1ccccc1 (stereo not drawn) | . | -1.4% | . | . | 4.2% | -16.2 | .
Cc1cc(-c2n[nH]c(=S)n2/N=C/c2cc([N+](=O)[O-])ccc2Cl)n[nH]1 | -27.2% | 3.98µM* | 21.2% | 15.2% | 6.7%[11.6 µM] | -24.4 | ?
O=C(COC(=O)CCN1C(=O)C2CC=CCC2C1=O)Nc1ccc(Cl)cc1F (stereo not drawn) | -18.2% | -4.5% | 1.3% | . | -3.1% | -28.5 | 1.9%
CCOC(=O)C(C)c1c(C)[nH]c(=S)[nH]c1=O (stereo not drawn) | -1.3% | -20.9% | -0.2% | 1.1% | -5.4% | -2.2 | -9.5%
CS(=O)(=O)OCCCCOS(C)(=O)=O | . | 0.7%&-15.4% | 12.3% | . | ? | -29.5 | .
O=C(O)c1ccccc1-c1ccccc1C(=O)NNc1ccccc1 | -15.5% | -8.0% | 8.0% | 0.6% | 1.0% | ? | 0.5%
O=C(COC(=O)/C=C/c1ccccc1)Nc1cc(C(F)(F)F)ccc1N1CCOCC1 | -34.8% | 0.5% | 15.1% | -1.2% | 9.0% | -14.4 | -9.4%
CCOC(=O)c1ccc(-n2cnc(-c3ccc([N+](=O)[O-])cc3)c2)cc1 | . | -2.2% | . | . | -3.1% | -31.1 | .
CCCOc1ccc(-c2cccc(NS(=O)(=O)c3cc(OC)ccc3OC)c2)nn1 | . | -3.9% | . | . | . | -8.1 | ?
O=[N+]([O-])c1ccccc1S(=O)(=O)c1ccccc1[N+](=O)[O-] | -13.6% | 3.9% | 4.8% | 3.6% | -6.7% | 7.9 | ?
CCNC(=O)CC1SC(=Nc2ccc(C)c([N+](=O)[O-])c2)N(C)C1=O (stereo not drawn) | . | 0.7% | -4.1% | . | 4.4% | 36.7 | .
Cc1ccc(-n2nc3c(c2NC(=O)c2ccc(Br)o2)CSC3)c(C)c1 | -27.2% | -0.1% | -11.8% | 1.9% | -1.6% | -22.9 | -1.7%
Cc1ccc(-n2cnnn2)c(S(=O)(=O)N2CCOCC2)c1 | -3.6% | 1.1% | 5.3% | 3.7% | -1.7% | -30.0 | 1.3%
COC(=O)CSc1nnc(-c2ccccn2)n1Cc1ccco1 | -12.3% | -6.7% | 16.7% | 1.6% | 1.5% | 65.2 | 1.2%
O=C(Nc1nnc(SCC(=O)N2CCOCC2)s1)C1CC(=O)N(c2ccc(F)cc2)C1 (stereo not drawn) | -23.7% | -2.9% | 18.2% | -3.4% | 13.1% | 35.4 | -9.3%
COc1ccccc1Nc1nc(N(C)c2ccccc2)nc(N)c1[N+](=O)[O-] | -9.1% | 1.3% | ? | -0.4% | -6.2% | . | -1.6%
COc1ccc(Cl)cc1NC(=O)CN1C(=O)CN=C(c2ccccc2)c2cc(Cl)ccc21 | . | 3.4% | . | . | . | -16.4 | 3.9%
CC12CC3CC(C)(C1)CC(C(=O)N1CCN(C(=O)C4CCCO4)CC1)(C3)C2 (stereo not drawn) | 75.8%[activator] | -4.5% | . | -2.3% | 14.4% | 59.9 | 1.0%
Cc1cccnc1NC(=O)CNC(=O)c1ccccc1 | -24.3% | -9.8% | ? | . | -2.4% | -9.1 | ?
O=C(CN(c1ccc2c(c1)OCCO2)S(=O)(=O)c1ccccc1)NCc1ccco1 | -15.4% | -1.7% | 8.4% | 5.6% | -13.4% | -21.6 | -12.9%
Cc1cc(NC(=O)C2CCC2)n(-c2ccccn2)n1 | 0.0% | -4.1% | 10µM* | -4.0% | -2.7% | 36.1 | -11.1%
COc1ccc2c(c1)C(CC(C)=O)N(c1ccc(-c3cnc(OC)nc3)cc1)C(c1ccsc1)=C2 (stereo not drawn) | . | -1.2% | . | . | 3.0% | 7.9 | .
O=C(CN1CCN(c2ccccn2)CC1)Nc1ccc(Br)cc1 | 31.8% | 4.2% | 3.8% | -0.9% | -7.4% | -22.2 | -6.8%
Cc1noc(C)c1S(=O)(=O)N1CCC2(CC1)OCCO2 | -4.8% | -5.2% | -1.7% | -1.5% | 3.6% | 10.6 | -5.4%
COC(=O)c1ccc(N2CCN(S(=O)(=O)c3c(C)cc(C)cc3C)CC2)c([N+](=O)[O-])c1 | 10.6% | -3.0% | -11.1% | 3.3% | 3.7% | -20.7 | -10.4%
CSCCC(NC(=O)c1ccccc1Cl)C(=O)NCC(c1ccc(F)cc1)N1CCOCC1 (stereo not drawn) | . | 0.0% | 9.6% | . | -3.0% | ? | .
COC(=O)c1ccc(CNC(=O)Cn2cnc3c(OCc4ccccc4)ncnc32)cc1 | -14.1% | -0.8% | 12.4% | . | -0.2% | -19.1 | .
CC1(C)CC(NC(=O)c2ccc(F)cc2)CC(C)(C)N1 | . | 3.1% | . | . | -3.0% | -16.9 | .
O=C(CCC(F)(F)F)N1CCCC(N2CCN(c3cccc(Cl)c3)CC2)C1 (stereo not drawn) | . | -1.2% | -4.1% | . | -0.2% | 1.3 | .
CC1=NNC(=O)/C1=C\c1cn(-c2ccccc2)nc1-c1cccs1 | -49.9% | -11.1% | ? | 2.0% | 7.0% | -100.1* | -8.6%
CCc1cccc(C)c1NC(=O)CO/N=C(\C)c1cc2ccccc2o1 | -2.4% | -9.4% | ? | 3.5% | -14.1% | -6.3 | 2.7%

Profiles from above. Order of values: AmpC inh no detg, Tb PYK inh, HCV inhibitor, LmPK inhibitor, AMA1 RON2 block, HCMV antiviral, AmpC detergent
O=C(CN(c1ccc2c(c1)OCCO2)S(=O)(=O)c1ccccc1)NCc1ccco1 is listed with -15.4%, -1.7%, 8.4%, 5.6%, -13.4%, -21.6, -12.9%
Cc1cccnc1NC(=O)CNC(=O)c1ccccc1 is listed with -24.3%, -9.8%, ?, ., -2.4%, -9.1, ?
O=C(CN1CCN(c2ccccn2)CC1)Nc1ccc(Br)cc1 is listed with 31.8%, 4.2%, 3.8%, -0.9%, -7.4%, -22.2, -6.8%
COc1ccc2c(c1)C(CC(C)=O)N(c1ccc(-c3cnc(OC)nc3)cc1)C(c1ccsc1)=C2 (stereo not drawn) is listed with ., -1.2%, ., ., 3.0%, 7.9, .
CC1(C)CC(NC(=O)c2ccc(F)cc2)CC(C)(C)N1 is listed with ., 3.1%, ., ., -3.0%, -16.9, .
